# ELG1 genotoxic = qHTS screen for small molecules that induce genotoxicity in human embryonic kidney (HEK293T) cells expressing luciferase-tagged ELG1 | Potency, µM (titrated, usually from 46 µM), for inactives: at the top dose activity change, positive = activation, actives largely listed as activators | HEK293T ELG1-luciferase reporter, luminescence, 16 h | 1.3% of 330,000 active; further: potency means the concentration at half of the fitted maximal effect; % of control where 0% means no effect; nearly all actives have a fitted effect of over 60% in size
#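 Step 1: seed 2,000 HEK293T ELG1-luciferase cells per well. Step 2: add compound or DMSO, incubate 16 hr at 37 °C. Step 3: ONE-Glo, 30 min at room temperature, read luminescence.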
# PKM2 activator = qHTS Assay for Activators of Human Muscle isoform 2 Pyruvate Kinase; Potency, µM (highest dose often 57.5 µM), inactives show top-dose activation, most hits filed as activators; purified PKM2, Kinase-Glo ATP luminescence, activation; response scale: 0% is enzyme alone, no compound; 0.34% of 260,000 active; further: potency means the concentration at half of the fitted maximal effect; on the % scale 0 is the no-effect control and ±100 the full control effect; nearly all actives have a fitted effect of over 55% in size
#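 Purified hPK-M2 (>95%) run at intermediate activity with 0.1 mM ADP and 0.5 mM PEP in 50 mM imidazole pH 7.2, KCl, MgCl2; 1 h room temperature. ATP formed read by Kinase-Glo luminescence; normalized to uninhibited and no-enzyme controls.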
# Gal4-VP16 FLuc = VP16 counterscreen qHTS for inhibitors of ROR gamma transcriptional activity; Drosophila S2 Gal4-VP16 UAS-luciferase, luminescence, 20 h; Potency, µM (top dose mostly 53.6 µM), inactives show at the top dose activity, negative = inhibition, most hits filed as inhibitors; 3.5% of 310,000 active; AID 2546, 2010;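 further: Gal4-VP16 expression switched on by copper sulfate through the metallothionein promoter; potency means the concentration at half of the fitted maximal effect; on the % scale 0 is the no-effect control and ±100 the full control effect; nearly all actives have a fitted effect of over 50% in size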
# NPC1 prom act = qHTS Assay for NPC1 Promoter Activators. Huh7 NPC1 promoter luciferase reporter, 24 h. Potency, µM (top dose mostly 9.22 µM), for the others: top-dose activation, usual class: activators. 2.4% of 320,000 active. AID 485313, 2010;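 further: potency means the concentration at half of the fitted maximal effect; % of control where 0% means no effect; nearly all actives have a fitted effect of over 60% in size; reporter is driven by a mutant NPC1 promoter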
#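 NPC1 promoter–luciferase Huh7 cells; 24 h compound; luminescence.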
# BRCA1 expr act = qHTS Assay to Identify Small Molecule Activators of BRCA1 Expression | MCF7-BRCA1-FFLuc reporter, luminescence, 48 h; response scale: scaled: vehicle 0%, 10 µM genistein 100% | Potency, µM (top dose mostly 46.1 µM), for the others: top-dose activation, actives largely listed as activators | 1.1% of 380,000 active; further: potency means the concentration at half of the fitted maximal effect; nearly all actives have a fitted effect of over 80% in size; some results filed as inactive show a strong effect at the top dose
#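 Quantitative HTS in MCF7 cells stably reporting BRCA1 expression via firefly luciferase. Compound treatment lasts 48 h at 37 °C in phenol-red free MEM. Activation is expressed relative to genistein at 10 microM and DMSO.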
# p53 reactivation = qHTS assay for re-activators of p53 using a Luc reporter; H1299 p53-A138V BP100-luciferase reporter, luminescence, 24 h; Potency, µM (series often up to 92.2 µM), for the others: top-dose activity change, positive = activation, actives largely listed as activators; 0.063% of 320,000 active; further: potency means the concentration at half of the fitted maximal effect; % of control where 0% means no effect; nearly all actives have a fitted effect of over 45% in size
#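 p53-null H1299 cells stably carrying temperature-sensitive p53-A138V and a BP100-luciferase reporter were pinned with compounds (4-point, 1:5 series) and held 24 hrs at 37 deg C. Luminescence was read 10 min after detection reagent.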
# Giardia kill = Small Molecules that selectively kill Giardia lamblia: qHTS. Giardia lamblia trophozoite viability. activity change, % at 7.66 µM, hits read low. 0.15% of 340,000 active; in the data active means activity change below about -80%; inconclusive means between about -30% and that limit;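 further: parasites exposed to compound for two days anaerobically before the ATP read; on the % scale 0 is the no-effect control and ±100 the full control effect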
#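 Viability, read as ATP luminescence: trophozoites at 100 cells/well, compound added, 48 hrs anaerobic at 37 deg C, then 15-30 min room-temperature development before reading.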
# RORgamma inh = qHTS for inhibitors of ROR gamma transcriptional activity. Drosophila S2 Gal4-RORgamma UAS-luciferase reporter, 20 h. Nuclear receptor ROR-gamma (Mus musculus), P51450. Potency, µM (doses to about 53.6 µM), for inactives: at the top dose activity change, negative = inhibition, most hits filed as inhibitors. 5.4% of 310,000 active; further: potency means the concentration at half of the fitted maximal effect; on the % scale 0 is the no-effect control and ±100 the full control effect; nearly all actives have a fitted effect of over 60% in size
# Target sequence (P51450 whole entry, looked up, the tested form may be a part): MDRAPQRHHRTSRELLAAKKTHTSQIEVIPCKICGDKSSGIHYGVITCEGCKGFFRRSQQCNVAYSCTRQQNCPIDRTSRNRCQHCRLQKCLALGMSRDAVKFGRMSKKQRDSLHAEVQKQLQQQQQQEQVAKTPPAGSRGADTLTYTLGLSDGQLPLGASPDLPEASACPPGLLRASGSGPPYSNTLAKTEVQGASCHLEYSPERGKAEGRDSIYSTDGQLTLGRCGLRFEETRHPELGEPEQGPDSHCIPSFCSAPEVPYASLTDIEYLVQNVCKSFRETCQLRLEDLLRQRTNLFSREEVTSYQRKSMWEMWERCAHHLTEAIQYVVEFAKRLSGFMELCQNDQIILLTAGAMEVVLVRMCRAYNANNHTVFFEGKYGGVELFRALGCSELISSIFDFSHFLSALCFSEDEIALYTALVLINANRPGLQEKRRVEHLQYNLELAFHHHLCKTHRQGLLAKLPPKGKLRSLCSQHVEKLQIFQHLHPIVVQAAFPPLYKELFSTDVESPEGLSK
#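 In this cell-based reporter format, copper sulfate (700 uM final) drives Gal4–ROR gamma fusion expression from a metallothionein promoter in Drosophila Schneider cells; compounds preincubated 1 hr, reporter read after 20 hr at ambient temperature.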
# FLuc counter = qHTS profiling assay for firefly luciferase inhibitor/activator using purifed enzyme and Km concentrations of substrates (counterscreen for miR-21 project) | Potency, µM (doses to about 57.5 µM), inactives show at the top dose activity change, negative = inhibition, usual class: inhibitors | AID 588342, 2011 | Luciferin 4-monooxygenase (Photinus pyralis), P08659 | purified FLuc, Km substrates, luminescence inhibition | 6.9% of 360,000 active;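 further: potency means the concentration at half of the fitted maximal effect; plate controls were vehicle for no effect and reference inhibitor for full effect; nearly all actives have a fitted effect of over 55% in size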
# Target sequence (P08659 whole entry, looked up): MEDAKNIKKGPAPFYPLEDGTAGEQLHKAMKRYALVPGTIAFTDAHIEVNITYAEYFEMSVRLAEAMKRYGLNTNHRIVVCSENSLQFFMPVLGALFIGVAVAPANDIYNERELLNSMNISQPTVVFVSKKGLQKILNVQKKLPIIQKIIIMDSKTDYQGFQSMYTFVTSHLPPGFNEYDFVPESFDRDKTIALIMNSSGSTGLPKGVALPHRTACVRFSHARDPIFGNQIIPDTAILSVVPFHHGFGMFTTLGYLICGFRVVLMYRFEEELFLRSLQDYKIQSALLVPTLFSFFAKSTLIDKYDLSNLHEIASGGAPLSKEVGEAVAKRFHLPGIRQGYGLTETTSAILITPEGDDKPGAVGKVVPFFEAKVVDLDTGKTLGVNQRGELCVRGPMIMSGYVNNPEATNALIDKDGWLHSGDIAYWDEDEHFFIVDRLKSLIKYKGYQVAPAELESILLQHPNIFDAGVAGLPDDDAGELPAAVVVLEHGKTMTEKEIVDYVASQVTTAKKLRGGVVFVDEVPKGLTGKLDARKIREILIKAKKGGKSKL
#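 Purified P. pyralis luciferase (10nM final) with 10uM D-luciferin and 10uM ATP (Km levels) in 50mM Tris acetate pH 7.5, 10mM Mg acetate, 0.01% Tween-20, 0.05% BSA; qHTS 6-point titration, ~60 µM downward; luminescence read.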
# Rab9 prom act = qHTS Assay for Rab9 Promoter Activators. Huh7 Rab9 promoter-luciferase reporter, luminescence, 24 h. Potency, µM (doses to about 9.22 µM), without a hit: top-dose activation, negative = inhibition, usual class: activators. 2.8% of 320,000 active. AID 485297, 2010; further: potency means the concentration at half of the fitted maximal effect; % of control where 0% means no effect; nearly all actives have a fitted effect of over 60% in size
#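 Cells were plated at 1500 per well in reduced-serum medium with 10% FBS and left 2 h. Compound in DMSO was then added for 24 h at 37 °C. Reporter signal was read by luminescence after 10 min with luciferase detection reagent.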
# Menin-MLL TR inh = qHTS Assay for Inhibitors Targeting the Menin-MLL Interaction in MLL Related Leukemias: Competition With Texas Red Labeled MLL-derived Mutant Peptide; Menin + Texas Red MLL mutant peptide, fluorescence polarization; O00255; 0.23% of 270,000 active; AID 1768, 2009; Potency, µM (top dose mostly 61.6 µM), without a hit: top-dose FP activity change, negative = inhibition, usual class: inhibitors; active means well fitted inhibition curve with a large enough effect in the polarisation, with a control signal flat, not every such curve was filed as active; inconclusive means small, poorly fitted or top-dose-only effect, or effect the other way, or a change in a side signal; inactive means no such curve, though single readings can be large or run the other way; the % refers to the polarisation; further: potency means the concentration at half of the fitted maximal effect; % of control where 0% means no effect; many of its hits are not listed in these tables
# An asterisk follows results filed as active; ? = inconclusive; . = no result given; & = joins results of further samples; [ ] = remark or other dose. Unless noted, the call rests on the fitted dose curve; in most records, active means well fitted curve in the direction sought with a large enough effect; inconclusive means small, poorly fitted or top-dose-only effect, or another doubt; inactive means no such curve, though single readings can be large; an effect the other way counts as inactive or inconclusive.
SMILES,ELG1 genotoxic,PKM2 activator,Gal4-VP16 FLuc,NPC1 prom act,BRCA1 expr act,p53 reactivation,Giardia kill,RORgamma inh,FLuc counter,Rab9 prom act,Menin-MLL TR inh
O=C1CCC(C(=O)Nc2cccc(S(=O)(=O)N3CCOCC3)c2)N1 (configuration not stated),3%,-5%,-4%,-5%,0%,3%,-17,-3%,-1%,18%,-7%
COc1ccc(C(=O)N2CCN(c3ccc([N+](=O)[O-])c(NCCc4ccc(OC)c(OC)c4)c3)CC2)cc1,0%,10%,4µM*,-31%[inhibitor],-54%,2%,28,?,6%,-29%,2%
CN(C)c1ccc(N=Cc2nc(-c3ccccc3)oc2OC(=O)c2cccc(Cl)c2)cc1,?,9%,?,?,?,.,-4,?,?,4.5µM*,?
Cc1onc(-c2ccccc2Cl)c1C(=O)N1CCCCCC1,-4%,-4%,21%,1%,-2%,-12%,2,-27%,-1%,-2%,-3%
O=C(CC(=O)Nc1ccc(F)cc1)Nc1ccc(F)cc1,0%,.,3%,1%,-35%,-4%,-16,-3%,-4%,-3%,27%
Cc1ccc(O)c(NC(=O)c2ccccc2-c2ccccc2C(=O)O)c1,-7%,4%,6%,2%,11%,1%,-6,1%[1.91 µM],-10%,15%,-3%
COc1cc([N+](=O)[O-])cc(/C=N/NC(=O)C(O)(c2ccccc2)c2ccccc2)c1O,-3%,-2%,0.89µM*,0%,-47%,20%,-7,0.35µM*,-2%,0%,?
N#CC1=C(SCc2ccccc2)NC(=O)C(C#N)C12CCCC2 (configuration not stated),-16%,5%,.,0%,-28%,10%,14,27%[0.365 µM],12%,-6%,-7%
CCN1CCN(c2nc(N)c([N+](=O)[O-])c(Nc3cccc(C)c3)n2)CC1,-1%,5%,-8%,-1%,2%,-13%,24,-17%,5%,-6%,3%
CCN(C(=O)CSc1ncn[nH]1)c1cccc2ccccc12,0%,10%,3%,2%,1%,-4%,14,-3%,0%,-2%,-3%
COc1ccc2c(c1)[C@H]1[C@H](CO2)[C@H](c2ccccc2)[C@]2(C)C(=O)Nc3cc(Cl)ccc3C(=O)N12,?,.,.,1%,-47%,4%,-12,.,2%,0%,.
Cn1cc(Cl)c(C(=O)NNC(=S)Nc2cccc(Cl)c2)n1,9%,-5%,?,0%,-11%,-3%,-9,?,?,-3%,?
C#CCn1cc(/C=N/NC(=O)c2cc3ccccc3o2)c2ccccc21,0%,0%,?,9%,-40%,9%,-17,18µM*,12µM*,-2%,?
CCCCC(=O)Nc1ccc2c(c1)nc1n2CCN(CCOC)C1,2%,-1%,-1%,-8%,-4%,-1%,0,13%,1%,-4%,.
CN(C)c1nc(SCc2ccccc2Cl)nc2c1CCCC2,2%,1%,7%[0.365 µM],-2%,-16%,2%,23,7.9µM*,5%,-16%,-7%
Cc1ccc(O)c(C2=Nc3ccccc3N=C(c3ccco3)C2)c1,-1%,-20%,-18%,-4%,-17%,-2%,7,8%,7%,-3%,?
CN1CCN(C2CC(=O)N(Cc3ccc(N4CCCC4=O)cc3)C2=O)CC1 (configuration not stated),0%,-2%,-7%,-4%,-1%[1.84 µM],3%,5,-3%,0%,-5%,45%[activator]
CC(=O)CCc1oc2ccc([N+](=O)[O-])cc2c1-c1ccc(C)o1,-4%,2%,4%,3%,-12%,-2%,?,0%,-7%,-9%,19%
Cc1nc2ccccc2n2c(-c3ccccc3)c3c(=O)n(C)c(=O)n(C)c3c12,-6%,0%,3%,1%,-22%,3%,8,-10%,-2%&0%,-4%,.
O=[N+]([O-])c1cccc(-c2c[n+]3c(n2-c2ccccc2)SCC3)c1,-11%,-2%,-3%,-2%,-11%,-1%,7,-25%,-1%,-1%,7%
COc1ccc(S(=O)(=O)N[C@@H](C)C(=O)OCC(=O)Nc2cc3oc4ccccc4c3cc2OC)cc1,?,2%,16µM*,25%,58%,12%,-7,?,-16%,?,11%
NC(=O)c1cc2ccccc2oc1=NCc1ccccc1,-1%,-2%,15%,?,-38%,?,5,-1%,?,20%,-27%
Cc1ccc2nsnc2c1S(=O)(=O)N(Cc1cc2cccc(C)c2[nH]c1=O)CC1CCCO1 (configuration not stated),-23%,7%,-2%,-1%,-34%,-1%,4,9%,-2%,-14%,3%
CCOC(=O)Nc1nnc(Cc2ccc(Cl)c(Cl)c2)s1,13%,-1%,17%,-2%,0%,1%,28,-17%,0%,0%,-6%
N#Cc1c(N)nc2c(c1-c1cccc(O)c1)CCCCCC2,-1%,-3%,-8%,-1%,-20%,-5%,-6,21%,0%,2%,.
CCOC(=O)C1CCN(C(=O)c2cc3c(=O)n4ccccc4nc3s2)CC1,?,-7%,19%,8%,5%,17%,8,-9%,-16%,-1%,.
Cc1ccc(C)c(C(=O)c2c(C)nc3sccn23)c1,-2%,-2%,8%,0%,-25%,-8%,9,-52%,6%,9%,-6%
O=C(Cc1ccc(F)cc1)N(c1ccc(F)cc1)C1C=CS(=O)(=O)C1 (configuration not stated),4%,-8%,2%,-2%,13%,-2%,23,9%,-2%,-2%,-10%
CCOC(=O)Cn1ccc(O)c(Cc2ccc(Cl)cc2Cl)c1=O,0%,10%,3%,-1%,-16%,1%,-12,20%,9%,-9%,-11%
CCOC(=O)C1(CCc2ccccc2)CCN(C(=O)C2CCOCC2)CC1,-6%,-5%,17%,8%,-21%,4%,-2,-11%,-10%,6%,-13%
N#CCC(=O)NCCCc1ccccc1,-2%,-5%,-15%,0%,1%,27%,-7,-3%,-2%,1%,5%
Cc1ccc2nc(SCC(=O)NCC3CCCO3)c(C#N)cc2c1 (configuration not stated),10%,-5%,9%,13%,14%,8%,-3,-5%,-3%,0%,-12%
COc1ccc(S(=O)Cc2ccc(C(=O)N3CCN(c4cccc(C)c4C)CC3)o2)cc1 (configuration not stated),-10%,.,-4%,-21%,-4%,-1%,-8,-3%,2%&-2%,-10%,.
COc1ccc(OCc2cc(C(=O)N3CCCN(C(C)=O)CC3)no2)c(Cl)c1,?,.,-8%,?,80%,?,8,39%,27µM*,30%,.
Cn1nnc(NC(=O)CSc2ncn[nH]2)n1,3%,3%,1%,2%,-17%,5%,1,24%,11%,-8%,12%
CNC(=O)/C(C#N)=C/c1cn(CC(=O)OC)c2ccccc12,3%,2%,0%,2%,8%,1%,-4,-3%,2%,4%,.
Cc1ccc2oc3c(c(=O)c2c1)C(c1ccc(F)cc1)N(CCCN1CCOCC1)C3=O (configuration not stated),10%,7%,2%,-4%,.,4%,.,5%,5%,-1%,-1%
COc1ccc(Cl)cc1NC(=O)CSc1nncn1-c1cccnc1,-5%,-3%,-14%[0.365 µM],12%,0%,-5%,2,?,6%,1%,14%
CC1CCCC(C)N1S(=O)(=O)c1ccc(Cl)cc1 (configuration not stated),-8%,-1%[11.5 µM],1%,1%,-37%,.,13,-33%,2%,0%,-9%
Cn1c(=O)c2c(ncn2CC(=O)N/N=C/C=C/c2ccccc2)n(C)c1=O,3%,11%,2%,-1%,-59%,-12%,3,-43%,-2%,0%,-4%
COC(=O)c1cc(OC)c(OC)cc1NC(=O)CN1CCCCC1,6%,-6%,3%,-2%,-16%,0%,-13,5%,-1%,-1%,-5%
O=C(c1ccco1)N1CCN(S(=O)(=O)c2cccc(C(F)(F)F)c2)CC1,3%,12%,-3%,0%,-5%,2%,16,16%,2%,4%,5%[11.7 µM]
O=C(NCCc1ccccc1)c1cccc([N+](=O)[O-])c1,?,7%,?,25%,58%,19%,1,?,?,30%,9%
Cc1nnc(N2CCc3ccccc3C2)[nH]c1=O,4%,2%,3%,-6%,-3%,0%,-12,-12%,9%,1%,12%
O=C(O)c1cccc(NC(=O)C2C3C=CC(C3)C2C(=O)OCC(F)(F)C(F)F)c1 (configuration not stated),6%,3%,-3%,-2%,-8%,13%,-19,0%,17µM*,5%,12%

# Source: PubChem (National Center for Advancing Translational Sciences (NCATS))

# Not all compounds are listed. The share of hits here may be higher or lower than overall.
